SUMO HTRF inh: inhibitors of human SUMOylation (UBC9); HTRF SUMOylation assay, SAE1/SAE2 + UBC9, in vitro; inhibition, % at 35 µM; 0.36% of 290,000 active; AID 2006; P63279; in the data active = inhibition above about 50%, passing the limit was not always enough; also: strong numbers were not always called active
IDE inh: inhibitors of human insulin-degrading enzyme in cells. P14735. HEK cells, FAbetaB cleavage, fluorescence polarization. inhibition, % at 5.59 µM. 0.41% of 320,000 active. AID 434962;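 active = percent inhibition above the average of all tested compounds plus 3 SD, set per screening campaign, cut at about 16% in these data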;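 also: IDE supplied by intact live HEK cells; FP after avidin binding of uncleaved biotin substrate so inhibition keeps polarization high; 0% = DMSO wells and 100% = 60 µM reference IDE inhibitor Ii1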
Target sequence (P14735 whole entry, looked up): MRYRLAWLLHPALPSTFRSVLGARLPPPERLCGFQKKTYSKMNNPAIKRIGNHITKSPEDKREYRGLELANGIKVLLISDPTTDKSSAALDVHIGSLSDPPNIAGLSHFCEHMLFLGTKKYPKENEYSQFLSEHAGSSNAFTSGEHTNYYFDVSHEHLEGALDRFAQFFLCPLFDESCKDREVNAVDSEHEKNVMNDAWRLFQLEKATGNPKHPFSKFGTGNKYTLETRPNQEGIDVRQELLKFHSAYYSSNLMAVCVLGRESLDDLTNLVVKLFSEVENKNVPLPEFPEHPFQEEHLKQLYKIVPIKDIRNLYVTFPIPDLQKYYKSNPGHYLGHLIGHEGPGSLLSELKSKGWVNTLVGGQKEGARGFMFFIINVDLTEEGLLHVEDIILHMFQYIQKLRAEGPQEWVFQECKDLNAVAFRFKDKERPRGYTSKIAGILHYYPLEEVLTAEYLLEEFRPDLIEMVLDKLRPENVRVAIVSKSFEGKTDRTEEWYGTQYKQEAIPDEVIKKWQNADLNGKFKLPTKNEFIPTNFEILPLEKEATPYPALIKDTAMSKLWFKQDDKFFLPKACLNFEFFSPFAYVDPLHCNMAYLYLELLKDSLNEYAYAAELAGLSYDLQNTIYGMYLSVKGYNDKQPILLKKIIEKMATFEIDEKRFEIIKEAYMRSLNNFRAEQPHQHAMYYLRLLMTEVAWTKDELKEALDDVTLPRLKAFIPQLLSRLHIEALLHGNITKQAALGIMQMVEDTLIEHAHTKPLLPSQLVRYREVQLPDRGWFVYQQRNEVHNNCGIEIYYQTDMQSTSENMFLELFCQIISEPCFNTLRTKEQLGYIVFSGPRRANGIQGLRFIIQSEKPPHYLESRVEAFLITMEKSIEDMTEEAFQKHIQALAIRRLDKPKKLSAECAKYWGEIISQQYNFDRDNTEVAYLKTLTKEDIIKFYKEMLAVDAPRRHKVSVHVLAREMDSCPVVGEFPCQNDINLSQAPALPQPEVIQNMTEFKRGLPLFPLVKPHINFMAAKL
IMP-1 inhibitor: blocks Pseudomonas aeruginosa IMP-1 metallo-beta-lactamase; purified IMP-1, nitrocefin hydrolysis, epi-absorbance fluorescence; inhibition, % at 5.6 µM; 0.45% of 290,000 active; AID 1556;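 active = inhibition above the mean plus 3 SD of all compounds in the same screening run, cut at about 4.5% in these data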;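 also: 0% = IMP-1 with DMSO and 100% = DMSO wells lacking enzyme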
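Material – recombinant IMP-1 enzyme, purified · Amount – IMP-1 0.2 nM before substrate addition · Medium – HEPES buffer pH 7.1 with ZnSO4 and Brij 35 · Timing – 25 °C, 15 min preincubation, 25 min reaction · Measured by – plate fluorescence quenching by hydrolysis product, ex 480/em 530 nm · Read-out – percent enzyme inhibition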
CRFBP-R2 block: CRF-BP/CRF-R2 complex antagonism; HEK293 CRF-R2/CRF-BP, CRF-induced calcium fluorescence; inhibition, % at 11.8 µM; 0.59% of 350,000 active;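 active = inhibition of the ligand-induced calcium signal above about 50% at the single tested concentration, limit read from the data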
VIM-2 inh: blocks Pseudomonas aeruginosa VIM-2 metallo-beta-lactamase; purified VIM-2, nitrocefin hydrolysis, epi-absorbance fluorescence; inhibition, % at 5.6 µM; 0.89% of 290,000 active; AID 1527;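 active = inhibition above the mean of all tested compounds plus 3 SD, cutoff set per screening run, cut at about 7.5% in these data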;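 also: red hydrolysis product quenches plate fluorescence so inhibitors raise well fluorescence; 0% = enzyme with DMSO and 100% = DMSO without enzyme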
HCV NS3 hel inh: blocks Hepatitis C virus NS3 helicase unwinding | NS3 helicase DNA unwinding, Cy5 molecular beacon fluorescence | inhibition, % at 10.9 µM | 0.56% of 290,000 active;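 active = inhibition above the mean of all tested compounds plus 3 SD, set per campaign, cut at about 35% in these data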;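 also: 0% = DMSO wells and 100% = thioflavine S control wells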
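Control set: DMSO versus 110 µM thioflavine S; Material: NS3 helicase fragment of HCV; Measured by: Cy5 fluorescence at 0 and 60 min, beacon hairpin quenching; Read-out basis: percent inhibition from t60/t0 fluorescence ratio; Times: reaction time 60 min, 25 °C; Repeats: single replicate; Compound dosing: single dose, 10.9 µM nominal final, DMSO 0.8% final.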
pCIP destab: p/CIP protein destabilization. AID 1984. decrease of EGFP signal, % at 10 µM. Q05BA5. F442A p/CIP-EGFP cells, EGFP fluorescence, 16 h. 0.01% of 290,000 active;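 active = EGFP signal decrease of at least 30% at 10 µM or well 3 SD below plate mean, unless failing retest; inactive = the rest, including hits failing retest or dose response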; also: some compounds called inactive have numbers as strong as hits; many of its hits are not listed in these tables
GalR3 antagonist: human GalR3 antagonism; inhibition, % at 3 µM; 0.44% of 360,000 active; HEK293 GalR3-CNG cAMP membrane potential fluorescence; galR3 body fused to GalR1 C-terminus; AID 651719;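 active = inhibition above the screen-wide average plus 3 SD, cut at about 13% in these data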;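 also: forskolin and galanin both at EC90 stimulate the cells; cAMP rise reported by CNG channel membrane potential dye signal; 0% = forskolin plus galanin with DMSO and 100% = forskolin alone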
IDE act: IDE (human) activation, cell-based; HEK cells, FAbeta-B cleavage, fluorescence polarization; 0% vehicle, 100% cell-free pure enzyme wells; 0.073% of 340,000 active; activation, % at 5.96 µM; P14735;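 active = activation above the mean of all tested compounds plus 3 SD, set per screening campaign, cut at about 17% in these data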
* = called active by the depositor; x = no result given; & = joins results of further samples.

Every second line gives: CRFBP-R2 block | IMP-1 inhibitor | VIM-2 inh | HCV NS3 hel inh | GalR3 antagonist | IDE inh | IDE act | pCIP destab | SUMO HTRF inh
COC(=O)c1c(NC(=O)COC(=O)Cn2cnc3ccccc32)sc2c1CCCC2
→ -58 | 0.7 | 0.8 | -3 | -2 | 8 | 0 | -4 | -4
O=C(O)Cc1ccc(-c2ccccc2-c2ccccc2)cc1
→ 16 | -7.5 | -2.8 | 16 | -2 | 1 | 7 | -5 | 31
COc1ccc(-c2cn3nc(SCC(=O)NCC4CCCO4)ccc3n2)cc1 (stereo not drawn)
→ -7 | -1.7 | -1.1 | 3 | 2 | 4 | 1 | -12 | 26
COc1cc(OC)cc(-c2nnc(NC(=O)CCS(=O)(=O)c3ccccc3)o2)c1
→ 6 | x | x | x | -6 | -5 | 4 | x | x
C1=C(c2ccccc2)Nc2ncnn2C1c1ccccc1 (stereo not drawn)
→ -1 | x | x | x | -4 | 0 | 3 | x | x
CCC(=O)N1c2ccc(S(=O)(=O)CCC(=O)NC3CCCC3)cc2CC1C (stereo not drawn)
→ -5 | -1.6 | -3.1 | 3 | -1 | 4 | 0 | 2 | -6
Cc1ccccc1S(=O)(=O)NC1=NCCCCC1
→ 9 | -2.3 | -3.0 | 2 | 7 | 0 | 0 | -1 | -12
O=C(CCC(=O)N(CC(=O)NC1CCCCC1)Cc1cccs1)Nc1ccccn1
→ 4 | -1.6 | -0.9 | -2 | -3 | -4 | 5 | 7 | -2
O=C(COC(=O)C12CC3CC(CC(C3)C1)C2)Nc1ccc([N+](=O)[O-])cc1Cl
→ -33 | -2.0 | -1.7 | -3 | 2 | 4 | 9 | -1 | -20
CCOc1cccc(/C=N/NC(=O)C2CCCC2)c1O
→ -10 | -2.1 | -5.8 | 8 | -3 | -4 | 7 | -2 | 22
CCOc1ccc(NC(=O)Cn2nnc(C(=O)NCc3ccco3)c2N)cc1
→ 15 | -2.8 | -3.2 | 1 | -3 | 0 | 3 | -7 | 28
O=C(NCc1ccc(F)c(F)c1)C1CCC(=O)N(CCc2ccccc2)C1 (stereo not drawn)
→ -5 | -0.4 | -0.8 | -2 | 0 | x | -1 | -10 | -2
COc1ccc(OCc2nnc(SCC(=O)NC3CCCCC3)o2)cc1
→ 0 | -1.9 | -2.8 | -1 | -9 | 5 | -4 | 1 | 6
CC(=O)Nc1ccc(C(=O)CSc2cc(C)c3cccc(C)c3n2)cc1
→ -16 | -3.0 | -2.5 | -8 | -1 | 5 | 3 | 1 | -21
Cc1sc2ncnc(OCC(=O)NC3CCS(=O)(=O)C3)c2c1C (stereo not drawn)
→ 4 | -3.4 | -4.4 | 11 | -5 | 0 | 3 | -12 | -10
Oc1ccc(/C=N/n2cc(-c3ccccc3)[nH]c2=S)cc1
→ -1 | -4.5 | -6.1 | 0 | 5 | -1 | 0 | -24 | 16
COc1ccc(/C(N)=N/OC(=O)c2c(-c3ccccc3Cl)noc2C)cc1OC
→ 11 | -2.3 | -2.1 | -8 | -3 | x | 0 | -26 | -2
Cc1noc(C)c1COc1ccccc1C(=O)N(C)Cc1ccco1
→ 3 | x | x | x | 0 | -4 | -2 | x | x
OCc1cn(-c2ccccc2)nn1
→ 15 | -1.6 | -1.5 | 2 | -2 | 6 | 8 | -10 | -4
O=S(=O)(Nc1ccccc1N1CCOCC1)c1ccc(F)c(Cl)c1
→ -6 | 0.6 | 0.9 | 2 | 0 | -3 | 8 | 16 | -5

Complete entries as entered above. Values in the order: CRFBP-R2 block, IMP-1 inhibitor, VIM-2 inh, HCV NS3 hel inh, GalR3 antagonist, IDE inh, IDE act, pCIP destab, SUMO HTRF inh
`CCC(=O)N1c2ccc(S(=O)(=O)CCC(=O)NC3CCCC3)cc2CC1C` (stereo not drawn) in the list: -5, -1.6, -3.1, 3, -1, 4, 0, 2, -6
`CCOc1ccc(NC(=O)Cn2nnc(C(=O)NCc3ccco3)c2N)cc1` in the list: 15, -2.8, -3.2, 1, -3, 0, 3, -7, 28

Next part
Every second line gives: CRFBP-R2 block | IMP-1 inhibitor | VIM-2 inh | HCV NS3 hel inh | GalR3 antagonist | IDE inh | IDE act | pCIP destab | SUMO HTRF inh
COc1ccc(/C=C/C(=O)c2cc(Cl)ccc2O)c(OC)c1
→ -8 | -1.5 | -1.2 | -6 | 12 | -3 | 8 | 11 | 0
CC(=O)Nc1ccc(C(=O)NNC(=O)c2cc([N+](=O)[O-])cc([N+](=O)[O-])c2)cc1
→ 8 | -2.5 | -0.1 | 4 | -2 | 10 | 6 | 7 | -10
O=C1CC(c2ccc(O)cc2)Oc2cc(O)ccc21 (stereo not drawn)
→ 2 | x | x | x | 4 | -1 | 4 | x | x
O=c1[nH]cc(O)c(=O)[nH]1
→ -13 | -2.0 | -1.5 | -11 | -5 | 1 | 7 | 8 | -6
O=C(O)C(Cc1ccccc1)NS(=O)(=O)c1ccc2c(c1)OCCO2 (stereo not drawn)
→ -1 | -0.8 | -1.4 | -2 | -3 | 0 | 3 | -13 | 3
Cc1noc(C)c1CSc1ncnc2sc3c(c12)CCC(C)C3 (stereo not drawn)
→ x | -2.3 | -2.9 | -4 | x | -2 | x | -4 | 7
CCC(CC)NC(=O)CSc1nnc(-c2ccc(OC)cc2)n1C(C)C
→ -14 | -2.5 | -2.5 | 9 | -3 | -2 | 5 | 0 | 1
CC(=O)Nc1ccc(S(=O)(=O)NNC(=O)COc2cc(C)ccc2C(C)C)cc1
→ 6 | -2.6 | -3.5 | -25 | -1 | -5 | -1 | 5 | 4
CC(C)(C)C(=O)O/N=C(\N)c1ccc(Br)cc1
→ 3 | -0.2 | -0.1 | -7 | -7 | -5 | 1 | 1 | 12
O=C1c2cccc(Sc3ccccc3)c2C(=O)c2c(Sc3ccccc3)cccc21
→ 3 | -0.8 | 1.2 | 7 | -4 | 6 | x | -12 | 3
O=C(NCC(=O)N1CCCC(C(F)(F)F)C1)c1ccccc1Br (stereo not drawn)
→ -4 | x | x | x | -1 | -3 | 2 | x | x
CCOC(=O)c1ccc2nc(C)c(C)nc2c1
→ 0 | -3.8 | -3.0 | -4 | -5 | -1 | 8 | -2 | 9
Clc1cnc(N/N=C/c2cccs2)c(Cl)c1
→ 5 | -1.2 | -3.8 | 2 | -1 | -5 | 4 | -10 | -4
CC(O)[C@H]1CC[C@H]2[C@@H]3CC[C@H]4C[C@@H](O)CC[C@]4(C)[C@H]3C(=O)C[C@]12C (stereo partly drawn)
→ -12 | x | x | x | -6 | 0 | 4 | x | x
c1ccc(OCCSc2nnnn2C2CCCCC2)cc1
→ 1 | 2.3 | -3.9 | -8 | -1 | 8 | 2 | -9 | 7
C[C@]12CCC(=O)C=C1CC[C@@H]1[C@@H]2[C@@H](O)C[C@@]2(C)[C@H]1CC[C@]2(O)C(=O)COC(=O)CCC(=O)O
→ -4&17 | -3.6&-1.6 | -3.6&-2.1 | -10&-3 | 4 | 7&2 | 3&0 | -1 | 7
Cc1[nH]n(-c2ccccc2)c(=O)c1N=Nc1ccccc1C(=O)N1CCCCC1
→ 0 | -0.7 | -0.7 | -15 | -3 | 7 | 1 | -1 | 5
CCNC(=S)N1C2CCC1CC(NC(=O)NC1CCCCC1)C2 (stereo not drawn)
→ 9 | -2.0 | 0.2 | -2 | -1 | -1 | 6 | -1 | -1
O=C(c1cccs1)n1nc(-c2ccccc2)nc1NCc1ccc(F)cc1
→ -22 | -2.6 | 1.2 | -15 | -7 | 2 | 7 | -9 | 15
Cc1ccc(/C=c2\sc3n(c2=O)CN(c2ccc(Br)cc2)CN=3)o1
→ 3 | 0.6 | 2.3 | 11 | -7 | -1 | -5 | 2 | 3
Cc1cc(C)n(C(=O)Cn2nc(C)c(Cl)c2C)n1
→ 7 | -4.1 | -1.9 | 12 | -9 | -1 | 4 | -6 | 22
Cc1[nH]c2ccccc2c1SCC(=O)N1CCCCCC1
→ -4 | -2.6 | -1.2 | 1 | -3 | 4 | -3 | -20 | 7
COc1ccccc1NC(=O)C1CCCN(S(=O)(=O)c2cnc[nH]2)C1 (stereo not drawn)
→ -3 | -2.0 | -0.9 | 7 | 1 | -1 | 5 | -5 | 12
CS(=O)(=O)N1CCN(c2ccc(Cl)cc2[N+](=O)[O-])CC1
→ -2 | -7.7 | -3.3 | 3 | -1 | 4 | -1 | -7 | -10
C=C(C)CSc1nc2c(c(=O)[nH]c(=O)n2C)n1Cc1ccccc1
→ -23 | x | x | x | 4 | -3 | 2 | 1 | 1
CCOC(=O)c1c(NC(=O)/C=C/c2ccco2)sc(C)c1C
→ -1 | -4.5 | -2.0 | 2 | -4 | 1 | 4 | -15 | 31
CCOc1ccc(OCCC(=O)OCC(=O)NCc2ccccc2)cc1
→ -5 | -3.0 | -1.3 | 10 | -3 | 2 | 5 | -20 | -13
O=C(Nc1cccc(C(=O)N2CCN(c3ccc(F)cc3)CC2)c1)c1ccccc1
→ 2 | -4.1 | -2.8 | -10 | -2 | 2 | 1 | 9 | -1
Cc1cc(Cl)ccc1Oc1ncc(-c2ccc(Cl)cc2)cn1
→ -11 | -1.4 | -2.9 | -6 | -1 | -12 | -1 | -8 | -22
CCCCn1c(SCC(=O)OC)nc2c1c(=O)n(C)c(=O)n2C
→ 3 | -3.8 | -7.5 | -1 | -7 | 2 | -1 | 5 | 14
OCCNc1nc(NCc2ccccc2)c2ccccc2n1
→ 9 | -1.7 | -1.6 | -9 | -6 | 2 | 7 | -14 | 4
Cc1ccn2cc(CNS(=O)(=O)c3ccc(Cl)s3)nc2c1
→ 7 | -4.7 | -3.1 | 1 | x | 0 | -2 | -18 | 18
CC(=O)Nc1ccc(S(=O)(=O)N2CCN(Cc3cccnc3)CC2)cc1
→ 3 | -1.4 | -3.4 | 2 | -3 | -1 | 3 | -13 | 24
CCC(C)(c1ccc(C(=O)OC)s1)c1ccc(C(=O)OC)s1
→ 18 | -0.1 | -0.6 | -3 | -5 | 1 | -3 | -26 | -20
COC(=O)Nc1ccc(S(=O)(=O)N(C)CC(F)(F)C(F)F)cc1
→ 5 | -0.6 | -3.4 | 4 | -4 | 2 | 4 | 7 | 0
CCC(C(=O)N1CCOCC1)n1c(C(=O)OC)cc2occc21 (stereo not drawn)
→ -5 | 0.5 | 1.0 | -4 | -4 | -1 | -5 | -13 | 8
O=C(COC(=O)CCCOc1ccccc1)NNC(=O)c1ccc([N+](=O)[O-])cc1
→ 15 | -2.3 | -2.8 | 4 | -3 | 2 | 3 | -8 | 3
CCC(C)(C)NC(=O)/C=C/c1ccc(OC)c(S(=O)(=O)N2CCOCC2)c1
→ -8 | -5.9 | -1.7 | 15 | 0 | 2 | 2 | -2 | 4
CC1CCCC(NC(=O)COC(=O)c2ccc(S(=O)(=O)N3CCOCC3)cc2)C1C (stereo not drawn)
→ -19 | -0.1 | -0.6 | 1 | -1 | 3 | -2 | -14 | 13
O=C(Cc1csc(Nc2nc(=S)[nH]c3ccccc23)n1)NCc1ccccc1Cl
→ -18 | -2.9 | -3.5 | -3 | 2 | -1 | 8 | 4 | 8

Screening results deposited in PubChem by several laboratories.
